# b-catenin transl = modulators of beta-catenin nuclear translocation, primary screen, imaging, HeLa cells, immunofluorescence, high-content; nuclear translocation activity, % at 5 µM; actives 0.3% (n = 190,000);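 active = nuclear translocation activity above 50% at 5 µM, with a well cell count of 50 or more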;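 note: per-cell ratio of nuclear to cytoplasmic median beta-catenin stain intensity; plate controls were DMSO negative control for no effect and GSK-3 inhibitor IX positive control for full effect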
#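 Technique: fluorescence imaging of beta-catenin antibody stain plus DAPI / Material: human HeLa cell line / Incubation: compound treatment 24 h, 37°C, 5% CO2 / Read-out basis: % activation of per-cell nuclear versus cytoplasmic median beta-catenin signal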
# human PMI inhibitors = human PMI inhibitors, high substrate, primary screen, biochemical, fluorescence intensity, high mannose 6-phosphate (AID 1220); Mannose-6-phosphate isomerase (Homo sapiens); recombinant PMI enzyme, coupled fluorescence intensity; higher % means a stronger effect; one-dose inhibition, % at 20 µM; IC50 in µM for titrated hits; actives 0.66% (n = 190,000)
# PMI inhibitors = inhibitors of human PMI, primary screen, biochemical, fluorescence intensity, coupled assay (AID 1209); Mannose-6-phosphate isomerase (Homo sapiens); purified PMI enzyme, coupled fluorescence intensity; higher % means a stronger effect; one-dose inhibition, % at 20 µM; IC50 in µM for titrated hits; actives 0.42% (n = 190,000);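 note: plate controls were DMSO vehicle for no effect and wells lacking substrate for full effect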
# WT yeast gro inh = growth inhibition of WT strain, primary screen, mitochondrial fusion inhibitor project, WT and mutant strains, chemical genetic. inhibition, % at 10 µM. mitochondrial fusion phenotypic screen. actives 2.1% (n = 190,000); in the data active = inhibition above about 58%; tested in S. cerevisiae
# MT stabilizer = microtubule stabilizers in HeLa cells, primary screen, imaging, high-content imaging. HeLa tubulin immunostaining HCS, 24 h; share of cells brighter than vehicle mean+2SD. % tubulin-high responders, % at 10 µM. actives 0.83% (n = 200,000);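 active = plate Z-score above 3 for both tubulin-high and condensed-nucleus cell shares, with cell loss under 80%, at 10 µM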;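 note: anti alpha tubulin signal scored within the nucleus-defined area of each cell; some results filed as inactive read as strong as hits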
# Ins promoter up = insulin promoter activators in MIN6 cells, imaging, high-content screening, mouse beta cells. MIN6 insulin promoter-GFP reporter; stronger effect = higher value. z-score at 5 µM. actives 0.3% (n = 190,000);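 active = z-score above 3 at 5 µM with at least 500 cells counted in the well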
# Autophagy mod = autophagy modulators in MEF cells, primary screen, imaging, high-content, MEF GFP-LC3 | MEF GFP-LC3 puncta imaging; test concentration mostly 10 µM | calls only at 10 µM (by protocol) | actives 0.98% (n = 190,000);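 active = percentage of spot-positive cells more than 3 SD above its plate mean, without a fluorescence outlier flag or 80% toxicity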;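 note: spot-positive cell cutoff set from DMSO-treated cells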
# Dynein transport = inhibitors of GR-EGFP nuclear translocation, primary screen, dynein cargo transport inhibitor project, imaging, high-content, 3617.4 mouse cells | test concentration mostly 20 µM; stimulated with dexamethasone, 1 µM; stronger effect = lower value | z-score, hits read low | actives 0.47% (n = 220,000) | AID 1381, 2008;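 active = plate z-score of nuclear minus cytoplasmic receptor signal below a set negative limit, without overly bright fluorescence or cell loss, cut at about -3.5 in these data, passing the limit was not always enough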;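 note: z-score of nuclear minus cytoplasmic ring GR-EGFP intensity difference per well; some compounds called inactive have numbers as strong as hits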
#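 Medium: Induction medium lacking tetracycline, stripped serum | Probe or stimulus: 1.0 µM final dexamethasone stimulus | Schedule: 48 h induction, then 1 h compound, then 30 min agonist, 37 °C | Signal: Automated 10x imaging of fixed Hoechst-stained cells | Evaluation: Per-cell GR-EGFP intensity, nucleus versus surrounding cytoplasmic ring, well-averaged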
# Yfh1-off respiration = enhancers of respiration in Yfh1-depleted yeast, dose response, Friedreich's ataxia, plus single-dose screen (AID 1465); fold induction at 50 µM, or EC50 in µM where a hit was titrated; actives 0.074% (n = 220,000); S. cerevisiae Yfh1-off respiration, WST-1 reduction, 72 h; higher fold induction means a stronger effect;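 active = fold induction of absorbance versus untreated yeast above a set limit, then at least 30% activation at any dose in follow-up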;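 note: activators that raise dye reduction in frataxin-depleted yeast; strong numbers were not always called active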
# WT yeast gro inh mutant strain = second read-out of WT yeast gro inh, no call of its own (marks repeat the call); inhibition, %; mitochondrial fusion phenotypic screen, mutant strain inhibition
# Dynein transport cytoplasmic EGFP = recorded beside Dynein transport, whose call it bears; z-score; measured here: cytoplasmic GR-EGFP intensity; stronger effect = higher value
# Dynein transport nuclear GR-EGFP = also measured in Dynein transport; calls as there; z-score; measured here: nuclear GR-EGFP intensity;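 lower value marks the stronger effect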
# Dynein transport cell count = further read-out of Dynein transport, marked with its call; z-score; measured here: cell count per field
# Ins promoter up cell count = further read-out of Ins promoter up, marked with its call; cell count; measured here: cytotoxicity, nuclei count;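 total cells summed across four imaged fields per well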
# b-catenin transl cell count 5 µM = second read-out of b-catenin transl, no call of its own (marks repeat the call); cell count; measured here: cell count, cytotoxicity flag
# MT stabilizer Hoechst-high % = also measured in MT stabilizer; calls as there; % Hoechst-high responders; measured here: nuclear condensation Hoechst responders;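 share of cells brighter than vehicle mean plus two SD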
# MT stabilizer cytotoxicity % = further read-out of MT stabilizer, marked with its call; toxicity, %; measured here: cytotoxicity by cell density;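 0% = mean cell density of plate MIN control wells and 100% = no cells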
# Autophagy mod cell loss 18 h = also measured in Autophagy mod; calls as there; toxicity, %; measured here: cell loss, nuclei count;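 cell loss after 18 h compound exposure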
# The depositor's hits bear a star; i = inactive; · = not tested or not shown. Cut-off read from the data, not from the text of the source, unless noted: active = inhibition above about 50%; inactive = the rest.
SMILES,b-catenin transl,b-catenin transl cell count 5 µM,human PMI inhibitors,PMI inhibitors,WT yeast gro inh,WT yeast gro inh mutant strain,MT stabilizer,MT stabilizer Hoechst-high %,MT stabilizer cytotoxicity %,Ins promoter up,Ins promoter up cell count,Autophagy mod,Autophagy mod cell loss 18 h,Dynein transport,Dynein transport cytoplasmic EGFP,Dynein transport nuclear GR-EGFP,Dynein transport cell count,Yfh1-off respiration
O=C(NCCc1nc2ccccc2[nH]1)c1ccco1,-1.6,896,-7%,-3%,18,15,4.5,2.0,9.0,·,·,i,-12,-0.64,0.62,-0.23,-0.069,i
CNC(=O)NC(=O)CSc1nc(-c2cccs2)c(C#N)c(=O)[nH]1,-2.4,1103,10%,12%,-18,-3,2.4,1.9,6.5,·,·,i,-1,-0.4,-0.22,-0.25,-0.074,i
Cc1ccc(-c2nnn(CC(=O)N(Cc3ccco3)C(C(=O)NC(C)(C)C)c3ccncc3)n2)o1 (stereo unspecified),-0.6,1478,9%,7%,-1,-4,6.3,2.5,3.2,-0.01,1349,i,2,-0.19,-0.22,0.099,0.14,i
CCN(CC)S(=O)(=O)c1cccc(C(=O)Nc2cc(C)nn2-c2ccccc2)c1,-1.1,1108,-4%,12%,17,7,5.1,1.9,7.6,-0.57,1466,i,7,0.45,-0.15,0.14,-0.56,i
C[C@@H]1C[C@H](O)c2cc(Cl)ccc2N1,·,·,0%,6%,7,10,2.7,1.9,8.4,-0.96,1259,i,-7,-0.37,-0.2,-0.31,-0.77,i
COC(=O)Nc1ccc(S(=O)(=O)N2CCCC(C(=O)N3CCC(C)CC3)C2)cc1 (stereo unspecified),0.4,1129,-3%,1%,16,17,1.8,2.2,12,-0.3,1238,i,-3,0.64,0.69,0.24,-1.2,i
COc1ccccc1CN(C(=O)CCl)C(C(=O)NC1CCCCC1)c1ccncc1 (stereo unspecified),·,·,8%,3%,0,-6,1.2,3.6,7.7,0.04,1139,i,-15,-0.91,-0.16,-0.93,0.61,i
CCc1nc2ccc(C(=O)Nc3ccc4c(c3)OCO4)cc2nc1CC,-0.3,1045,18%,-3%,-1,-2,2.2,2.9,4.4,·,·,i,-4,1.6,0.4,0.88,-1.5,i
COc1ccc(C(C(=O)NCC2CCCO2)N(C(=O)CNC(=O)c2cccs2)c2ccc(NC(C)=O)cc2)cc1OC (stereo unspecified),0.8,1519,7%,0%,-2,0,1.9,1.9,0.6,-0.02,1427,i,11,-0.59,-0.12,-0.16,0.83,i
Cc1ccc(S(=O)(=O)N2CCOCC2)cc1NC(=O)CSc1cccc[n+]1[O-],-0.9,1137,6%,4%,-9,1,4.1,2.7,9.3,0.43,1436,i,17,0.0022,-0.052,-0.048,0.66,i
Cc1sc2ncn(/N=C/c3ccco3)c(=O)c2c1C,0.2,1371,·,·,·,·,·,·,·,0.32,928,·,·,1.7,-0.62,0.77,-1.2,i
N#C/C(=N\Nc1ccc(Br)cc1)C(=N)N1CCOCC1,-2.7,1106,5%,2%,13,12,3.4,1.7,16,-0.09,1126,i,20,3.2,0.72,2.1,-1.8,i
O=C(CCS(=O)(=O)c1cccc2nsnc12)NC1CCCCC1,-0.2,1313,-5%,-11%,13,5,3.2,0.7,9.2,-0.42,1696,i,6,0.29,-0.2,0.71,0.94,i
COC(=O)c1cccc(NC(=S)NCc2ccc(F)cc2)c1,-2.1,989,17%,13%,24,11,1.9,1.5,0.4,0.52,1634,i,-13,1.1,-0.22,0.58,0.71,i
N/C(=N\O)c1ccc([N+](=O)[O-])s1,0.6,1056,·,·,·,·,·,·,·,-0.02,1429,·,·,-0.55,-0.28,-0.31,0.91,i
Cc1cccc(Nc2nc(NC(C)C)nc(Oc3ccc(=O)n(C)n3)n2)c1,-7.6,963,-1%,-6%,6,0,1.6,1.8,13,0.61,1020,i,58,-0.48,-0.22,-0.24,0.56,i
CCCNC(=S)N1CCC(NC(=O)Nc2ccc(C)cc2)CC1,-0.6,1018,-6%,-1%,-15,-13,2.8,2.0,10,-0.14,1613,i,-7,-0.97,-0.29,-0.083,0.75,i
CCN(CC)c1ccc(NC(=O)c2ccc(NC(=O)C3CCCO3)cc2)c(C)c1 (stereo unspecified),-0.5,1084,13%,14%,14,1,2.6,2.6,6.9,-0.59,1262,i,-1,-0.42,-0.22,0.16,0.034,i
Cc1nnc(NC(=O)c2cccc(S(=O)(=O)N3CC(c4ccccc4)CC3=O)c2)s1 (stereo unspecified),·,·,-9%,0%,-4,0,6.7,2.6,4.5,-0.32,1006,i,28,2,0.097,1.5,-0.89,i
Cc1ccc(NC(=O)c2ccc(=O)[nH]c2)cc1S(=O)(=O)N1CCCCC1,-0.7,1406,·,·,·,·,·,·,·,0.7,1108,·,·,0.021,-0.8,-0.19,-0.24,i
CSC1=NC(=O)/C(=C\c2cccc3ccccc23)S1,0.2,1006,-32%,-68%,-7,3,1.8,1.5,1.2,-0.02,1160,i,-7,-1.1,-0.12,-0.8,0.27,i
Cc1nnc(SCCn2c(N3CCCC(C)C3)nc3c2c(=O)[nH]c(=O)n3C)s1 (stereo unspecified),-1.1,1166,2%,-1%,0,-1,1.5,4.2,8.1,0.67,1343,i,6,-0.42,0.18,0.078,0.58,i
CN(C)C(=O)CSc1n[nH]c(=O)[nH]c1=O,1.9,1036,1%,-4%,-8,-8,2.6,1.5,4.4,-0.32,1379,i,-12,-0.32,-0.34,-0.18,0.31,i
Cc1nc2ccc(C(=O)N/N=C/c3cc([N+](=O)[O-])ccc3O)cc2[nH]1,-2.8,932,-12%,-15%,1,7,4.2,2.7,6.6,0.6,1605,i,12,0.45,-0.35,0.7,0.77,i
Cc1cc(C2C(C#N)=C(N)OC3=C2C(=O)CCC3)c(C)s1 (stereo unspecified),·,·,-3%,2%,-2,3,0.9,1.1,5.9,-0.7,872,i,-3,-0.19,-0.13,0.2,0.1,i
Clc1ccccc1Nc1ncnc2c1nnn2Cc1ccccc1,·,·,-4%,-2%,4,15,5.7,3.9,13,·,·,i,-8,1.5,-0.21,1.3,-1.2,i
O=[N+]([O-])c1cc(C(F)(F)F)ccc1N1CCN(CCO)CC1,-4.1,1066,-5%,-3%,0,-7,2.4,2.0,2.1,0.17,1260,i,18,0.87,-0.25,0.029,0.65,i
CCOC(=O)C1CCN(C(=O)Nc2ccc(Cl)cc2Cl)CC1,-0.9,525,-12%,-16%,-4,-15,3.1,1.0,7.3,-0.03,1249,i,-3,-0.39,-0.12,0.41,-0.048,i
Cc1ccnc(NC2(C(F)(F)F)N=C3SCCN3C2=O)c1 (stereo unspecified),-1.8,1082,-5%,-3%,-8,19,2.7,2.5,9.6,-0.65,1206,i,-5,1.3,-0.32,0.53,-0.7,i
Cc1nc2c(o1)CCc1ccccc1C2O (stereo unspecified),-10,1228,-7%,-4%,12,23,1.2,2.2,10,·,·,i,3,-0.59,-0.073,-0.016,0.72,i
Cc1c([C@@H]2C[C@H]3CN(Cc4cccc(Cl)c4)C(=O)[C@]34CCCN24)cnn1C,0.2,1581,7%,1%,2,2,1.6,1.1,5.3,0.53,1587,i,18,0.33,0.41,0.36,0.23,i
CC(=O)Nc1ccc(N2CCN(Cc3ccccc3F)CC2)cc1,·,·,5%,7%,-7,-3,2.3,2.0,6.2,-0.19,1260,i,5,-1.5,0.11,-0.46,0.27,i
O=C(O)CSc1ccccn1,-5.7,1059,2%,6%,-1,-3,2.2,1.6,3.5,·,·,i,-17,0.18,-0.11,0.087,-0.099,i
COc1ccc(N2CC(C)Cn3c2nc2c3c(=O)[nH]c(=O)n2C)cc1 (stereo unspecified),-0.7,1338,5%,6%,12,-22,1.2,1.7,11,-0.35,1455,i,-2,-0.38,-0.21,-0.15,0.44,i
O=S(=O)(NCc1c(Cl)cccc1Oc1ccccc1)c1ccc(F)cc1,-0.7,1283,·,·,·,·,·,·,·,1.1,1030,·,·,0.17,-0.26,0.093,1,i
Cc1ccc(NNC(=O)Nc2ccc(Cl)cc2)nn1,-0.4,1342,·,·,·,·,·,·,·,0.05,1125,·,·,-1,-0.21,-0.18,0.78,i
Cc1ccc(-c2cc(C(=O)N/N=C/c3ccco3)n[nH]2)s1,0.6,901,8%,18%,6,6,3.5,3.7,7.7,0.07,1270,i,25,-0.014,-0.23,-0.24,-0.002,i
O=C(CNC(=O)Cc1ccc(Cl)cc1)NCc1ccco1,-1.8,1044,3%,-6%,16,11,1.5,2.2,3.8,0.3,1541,i,-1,0.39,-0.18,1,-1.1,i
CC(=O)O[C@]1(C(C)=O)CC[C@H]2[C@@H]3C[C@H](C)C4=CC(=O)CC[C@]4(C)[C@H]3CC[C@@]21C,-3.5,404,8%,14%,5,8,4.0,2.2,2.5,·,·,i,34,-0.052,0.78,0.58,-0.027,i

# Quoted from the listing:
# MT stabilizer, `Cc1nnc(SCCn2c(N3CCCC(C)C3)nc3c2c(=O)[nH]c(=O)n3C)s1` (stereo unspecified) → 1.5
# MT stabilizer Hoechst-high %, `CNC(=O)NC(=O)CSc1nc(-c2cccs2)c(C#N)c(=O)[nH]1` → 1.9

# Outcome played no part in choosing rows (roughly 5% active in at least one column).
